GAA glycogen = GAA glycogen-cleavage inhibition or activation. P10253. recombinant GAA, glycogen substrate, Amplex Red glucose oxidase fluorescence. Potency, µM (highest dose often 76.4 µM), inactives show at the highest dose activity change, negative = inhibition, actives largely listed as inhibitors. hit rate 0.38% among 300,000. AID 2100; active = well fitted inhibition curve with a large enough effect; inconclusive = small, poorly fitted or top-dose-only effect, or another doubt; inactive = no such curve, though single readings can be large or run the other way;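 note: 0% = full enzyme reaction and -100% = no-enzyme basal signal; the screen sought inhibitors and activators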
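Recombinant human alpha-glucosidase (4 nM final) hydrolysed bovine liver glycogen (30 ug) for 40 min at 37 C in pH 5.0 citrate/phosphate with 0.01% Tween-20. Released glucose detected by glucose oxidase/Amplex Red, Ex 573/Em 610 nm. Compounds up to 77 uM; AC50 from Hill fits.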
An asterisk follows results filed as active; ? = inconclusive; [ ] = remark or other dose. Potency is the fitted concentration of half-maximal effect. Not all compounds are listed (hit frequency here may not be typical).

> CCCOc1ccc(C(=O)Nc2ccc(N3CCN(C(=O)c4ccco4)CC3)cc2)cc1
  GAA glycogen = 0%[76.3 µM]

> O=C(CSc1ccc(-c2cccnc2)nn1)N1CCCCC1
  GAA glycogen = 3%[76.3 µM]

> Cc1nccn1CC(O)COc1ccc([N+](=O)[O-])cc1 (centres undefined)
  GAA glycogen = -3%

> C=CCc1cccc(CNc2ccc(S(=O)(=O)Nc3nccnc3OC)cc2)c1O
  GAA glycogen = -2%

> CCOc1ccc(S(=O)(=O)N2CCCC(C(=O)N3CCN(c4ccccc4)CC3)C2)cc1 (centres undefined)
  GAA glycogen = 1%[76.3 µM]

> O=C(N[C@@H](Cc1ccccc1)C(=O)N1CCC2(CC1)NCCc1[nH]cnc12)c1cccc(Br)c1
  GAA glycogen = -9%[76.3 µM]

> CCCCn1c(SCC(=O)N2CCOCC2)nc2c1c(=O)n(C)c(=O)n2C
  GAA glycogen = -10%

> Cc1cccc(/C=C/c2onc(C)c2S(=O)(=O)N2CCC(C(=O)NC(C)C)CC2)c1
  GAA glycogen = 5%[76.3 µM]

> CC(C)OCCCN1CC(=O)N2[C@@H](Cc3c([nH]c4ccccc34)C2(C)C)C1=O
  GAA glycogen = -3%

> O=C(Nc1ccc2c(c1)OCO2)C1CC(c2ccccc2O)=NO1 (centres undefined)
  GAA glycogen = -12%[76.3 µM]

> N/C(=N\OC(=O)CC1CCCCC1)c1cccc(Br)c1
  GAA glycogen = -2%[76.3 µM]

> O=C(NCC1CCCN(C(=O)c2cccc(C(F)(F)F)c2)C1)c1ccc(F)cc1 (centres undefined)
  GAA glycogen = -2%[76.3 µM]

> CC(C)=NOCC(=O)Nn1c(COc2ccccc2)nc2ccccc2c1=O
  GAA glycogen = 3%[76.3 µM]

> COc1cc(/C=N\NC(=O)c2cccnc2)ccc1OC(=O)c1ccccc1Cl
  GAA glycogen = -4%[76.3 µM]

> CN1CCN(C(=S)NC(=O)c2ccccc2Cl)CC1
  GAA glycogen = -5%[76.3 µM]

> Cc1ccc(C(C)NC(=O)C2CCCC2)c(C)c1 (centres undefined)
  GAA glycogen = 14%[76.3 µM]

> CCC(C)C(NC(=O)C1CCC(=O)N1C(=O)OCc1ccccc1)C(=O)NC(C(=O)N1CCCC1C(N)=O)C(C)CC (centres undefined)
  GAA glycogen = -2%

> O=C(N/N=C/c1ccc(COc2ccc(Br)cc2)o1)c1ccc2c(c1)OCO2
  GAA glycogen = 0%[76.3 µM]

> CCC(=O)N1CCc2cc(S(=O)(=O)N(C)c3ccc(OC)cc3OC)ccc21
  GAA glycogen = 1%

> Cc1cc(C)c(N(CC(=O)NCc2ccccc2)C(=O)c2csnn2)c(C)c1
  GAA glycogen = 0%

> O=C(CCC(=O)N1CCOc2ccccc21)N1CCCCC1
  GAA glycogen = -10%[76.3 µM]

> CCc1ccc2[nH]c(C)c(CN3CCCCCC3)c(=O)c2c1
  GAA glycogen = -3%

> CC[C@]1(c2cccc(C)c2)C(=O)N(C(=O)OC)N1C(=O)OC
  GAA glycogen = -14%[76.3 µM]

> Cc1cc(=O)c(C(=O)O)nn1-c1cccc(C(F)(F)F)c1
  GAA glycogen = 0%

> O=C(CCC1CCN(C(=O)c2ccccc2Cl)CC1)NCc1ccc(F)cc1
  GAA glycogen = -5%[76.3 µM]

> COc1ccc(NC2CCCN(C(=O)CCN3CCCC3=O)C2)cc1 (centres undefined)
  GAA glycogen = 3%[76.3 µM]

> C[C@@H](C(=O)NCc1c(F)cccc1Cl)N1C(=O)N2CCc3c([nH]c4ccccc34)[C@@]2(C)C1=O
  GAA glycogen = -8%[76.3 µM]

> COc1ccc(C(=O)NCCNC(=O)c2ccc(C)nc2)cc1
  GAA glycogen = -3%

> O=C1[C@@H]2Cc3c([nH]c4ccccc34)C(c3ccccc3)N2C(=O)CN1C1CCN(Cc2ccccc2)CC1 (some centres undefined)
  GAA glycogen = 1%

> COc1cc([N+](=O)[O-])ccc1NC(=O)N1CCCCCC1
  GAA glycogen = -4%[76.3 µM]

> OC(COc1ccc(Br)cc1)CN1CCN(c2ccccc2)CC1 (centres undefined)
  GAA glycogen = -6%[76.3 µM]

> Cc1ccc2c(c1)N(CC(=O)NCCCN1CCOCC1)C(=O)c1cccnc1O2
  GAA glycogen = 10%[76.3 µM]

> Cn1c(=O)c2c(nc(Oc3cccc(O)c3)n2C)n(C)c1=O
  GAA glycogen = 1%[76.3 µM]

> CC(C)c1ccccc1OCC(=O)N1CCCCCCC1
  GAA glycogen = 13%[76.3 µM]

> O=C(O)c1ccc(NC(=O)c2ccc3c(c2)C(=O)N(c2ccccc2)C3=O)cc1
  GAA glycogen = -10%

> O=C(Nc1cccc(-c2cscn2)c1)C1CCN(Cc2ccc(CO)o2)CC1
  GAA glycogen = 0%[76.3 µM]

> COc1ccc(CCNCC(=O)Nc2ccc(C(=O)N3CCCCC3)cc2)cc1
  GAA glycogen = 13%

> Cc1ccc(C(=O)COC(=O)CCN2C(=O)C3C4CCC(C4)C3C2=O)cc1[N+](=O)[O-] (centres undefined)
  GAA glycogen = ?

> Cc1nc(N2CCN(Cc3ccc4c(c3)OCO4)CC2)[nH]c(=O)c1C
  GAA glycogen = 1%

> O=C(O)c1cccc2cc(-c3ccccc3)oc(=O)c12
  GAA glycogen = 1%

> Cc1ccc(NC(=O)CN2C(=O)c3ccccc3S2(=O)=O)cc1C
  GAA glycogen = -1%

> COc1ccc(CCC(=O)Nc2ncc(C)s2)cc1
  GAA glycogen = 9%

> CN(CCOCCOc1ccc(F)cc1)Cc1ccccc1
  GAA glycogen = -14%[76.3 µM]

> CN(C)c1ccc(/C=C/c2c([N+](=O)[O-])c(=O)n(C)c(=O)n2C)cc1
  GAA glycogen = -9%

> Cc1ccc(-c2cc(-c3ccc(C)cc3O)[nH]n2)cc1
  GAA glycogen = -3%[76.3 µM]

> CCCc1ccc2oc(C(=O)N(C)CCn3ccnc3C)c(C)c2c1
  GAA glycogen = 14%[76.3 µM]

> COc1cc(C(=O)N[C@@H](Cc2c[nH]c3ccccc23)C(=O)O)cc(OC)c1OC
  GAA glycogen = 0%

> COc1ccc(CNC(=O)[C@H](C)NC(=O)C2CC(=O)N(c3ccc4c(c3)OCO4)C2)cc1 (some centres undefined)
  GAA glycogen = -1%[76.3 µM]

> CCOC(=O)[C@@H]1[C@H]2COc3ccccc3[C@@H]2N2C(=O)N(c3cccc(Cl)c3)C(=O)[C@]12C
  GAA glycogen = -15%[76.3 µM]

> O=C(NC1CCN(C(=O)Nc2ccccc2Cl)CC1)c1cccc(F)c1
  GAA glycogen = 3%

An excerpt of these results, with values ahead of the structure:
GAA glycogen	molecule
-1%	Cc1ccc(NC(=O)CN2C(=O)c3ccccc3S2(=O)=O)cc1C
9%	COc1ccc(CCC(=O)Nc2ncc(C)s2)cc1
-14%[76.3 µM]	CN(CCOCCOc1ccc(F)cc1)Cc1ccccc1
-9%	CN(C)c1ccc(/C=C/c2c([N+](=O)[O-])c(=O)n(C)c(=O)n2C)cc1

The list continues:
> Cc1ccc2nc(N3CCN(C(=O)c4ccco4)CC3)c3nncn3c2c1
  GAA glycogen = 7%[76.3 µM]

> O=C(NCC1CC1)Nc1cccc(C(F)(F)F)c1
  GAA glycogen = -7%

> COc1ccc(N(CC(=O)Nc2ccccc2F)S(=O)(=O)c2ccc(OC)c(OC)c2)cc1
  GAA glycogen = 9%[76.3 µM]

> O=C(Nc1ccc(Br)cc1)C1CC(c2c(F)cccc2Cl)=NO1 (centres undefined)
  GAA glycogen = 16%[76.3 µM]

> CC1CCCCN1S(=O)(=O)Cc1ccccc1Cl (centres undefined)
  GAA glycogen = 8%[76.3 µM]

> Cc1ccc(NC(=O)c2ccsc2)cc1NS(C)(=O)=O
  GAA glycogen = 5%

> CCOc1ccc(N(CC(=O)Nc2ccc(CC)cc2)S(=O)(=O)c2c(C)[nH]c(=O)[nH]c2=O)cc1
  GAA glycogen = -18%[76.3 µM]

> CN1CCN(NC(=O)Nc2ccc(Br)cc2)CC1
  GAA glycogen = 0%[76.3 µM]

> O=C(c1ccc(CS(=O)c2ccccc2Cl)o1)N1CCCCCC1 (centres undefined)
  GAA glycogen = -7%[76.3 µM]

> CCOc1cc(C(=S)N2CCCC2)ccc1OC
  GAA glycogen = -5%

> Cc1cc(C)cc(NC(=O)c2ccc(CN3CCc4ccccc4C3)cc2)c1
  GAA glycogen = 1%[76.3 µM]

> Cn1c(=O)[nH]c(=O)c2c1nc(SCCCO)n2CCCc1ccccc1
  GAA glycogen = 9%[76.3 µM]

> COc1ccc(OCc2cc(C(=O)N3CCCC3)no2)c2ccccc12
  GAA glycogen = -6%[76.3 µM]

> CC(C)CN1CCC(=O)N(CCN=[N+]=[N-])CC1
  GAA glycogen = -1%[76.3 µM]

> COc1ccc(C(=O)NC23CC4CC(CC(C4)C2)C3)cc1
  GAA glycogen = 1%

> Cc1ccc(C(=O)N2CC(=O)Nc3ccc(F)cc3C2c2ccc(F)cc2)cc1 (centres undefined)
  GAA glycogen = 0%

> CCOc1ccccc1C(=O)Nc1ccc(S(=O)(=O)Nc2cc(OC)nc(OC)n2)cc1
  GAA glycogen = -1%[76.3 µM]

> COc1cc(C(=O)N(Cc2ccc(C)o2)C2CCS(=O)(=O)C2)cc(OC)c1OC (centres undefined)
  GAA glycogen = 0%[76.3 µM]

> O=C1CN(C(=O)CC2C(=O)NCCN2Cc2ccccc2C(F)(F)F)CCN1 (centres undefined)
  GAA glycogen = 3%[76.3 µM]

> Cc1ccccc1CC1(CO)CCCN(C(=O)Cc2c(F)ccc(F)c2F)C1 (centres undefined)
  GAA glycogen = 0%[76.3 µM]

> COc1cccc(-c2nc(CS(=O)(=O)CC(=O)NCCCN3C(C)CCCC3C)c(C)o2)c1 (centres undefined)
  GAA glycogen = -3%[76.3 µM]

> O=C(NCc1ccc(Cl)cc1)C1CCCCN1S(=O)(=O)c1ccccc1 (centres undefined)
  GAA glycogen = -4%

> O=C(COc1ccccc1)NS(=O)(=O)c1ccccc1
  GAA glycogen = -1%

> O=C(Nc1ccccc1C(=O)NCCCN1CCOCC1)c1ccccc1
  GAA glycogen = 1%[76.3 µM]

> Cc1ccc2occ(/C=N/NC(=O)c3ccccc3Br)c(=O)c2c1
  GAA glycogen = -6%[76.3 µM]

> CCCCCCc1ccc(OC(=O)c2ccncc2)cc1
  GAA glycogen = 1%

> CC1CC(C)CN(C(=O)C2CCN(S(=O)(=O)c3cccc4cccnc34)CC2)C1 (centres undefined)
  GAA glycogen = -21%[76.3 µM]

> CCc1nc2ccc(C(=O)N3CCN(c4ccc([N+](=O)[O-])cc4)CC3)cc2nc1CC
  GAA glycogen = 6%[76.3 µM]

> Cc1ccc(-c2ccc(=O)n(Cc3c(F)cccc3Cl)n2)cc1
  GAA glycogen = -14%

> O=S(=O)(NC(=NCc1ccccc1)c1ccccc1)c1ccccc1
  GAA glycogen = 1%

> CC(C)(CNC(=O)CCC1CCCC1)CNC(=O)CCC1CCCC1
  GAA glycogen = -6%[76.3 µM]

> CC1CC(C)CN(C2CCCCC2NS(=O)(=O)c2ccc(Cl)cc2)C1 (centres undefined)
  GAA glycogen = -3%

> O=C(CCN1CCN(c2ccccc2F)CC1)Nc1ccccc1Cl
  GAA glycogen = -3%

> CCOc1ccc(CNC(=O)CCC(=O)n2ncc3ccc(Cl)cc32)cc1
  GAA glycogen = 3%[76.3 µM]

> CCC(C)(C)c1nnc(NC(=O)C2CCN(C(=O)c3ccco3)CC2)s1
  GAA glycogen = 2%

> O=C(c1ccccc1)N1N=C(C(F)(F)F)CC1(O)c1ccc(F)cc1 (centres undefined)
  GAA glycogen = -12%[76.3 µM]

> CCCCNC(=O)c1cn(CC(C)C)c(=O)c2c1c1ccccc1n2C
  GAA glycogen = -5%

> CCc1nc(Nc2ccccc2OC)c2oc3ccccc3c2n1
  GAA glycogen = -5%

> O=C(Nc1cccnc1Cl)c1cccs1
  GAA glycogen = -6%

> CC(=O)C1=C(O)C(=O)N(c2ccc(Br)cn2)C1c1cccc([N+](=O)[O-])c1 (centres undefined)
  GAA glycogen = -1%

> COc1ccc(CN(C)C2CCN(C)CC2)cc1OC
  GAA glycogen = 21%[76.3 µM]

> Cn1c(=O)c2c(SCC(=O)NCC3CCCO3)nc(-c3ccccc3Cl)nc2n(C)c1=O (centres undefined)
  GAA glycogen = 3%[76.3 µM]

> O=C(Nc1cc([N+](=O)[O-])ccc1O)c1cccc([N+](=O)[O-])c1
  GAA glycogen = 10%[76.3 µM]

> Cc1cccc(C)c1OCc1cc(C(=O)N2CCNC(=O)C2)no1
  GAA glycogen = 1%[76.3 µM]

> COc1ccc(C(C(=O)NCc2ccccc2)N(C(=O)c2snc(C(N)=O)c2N)C2CCCC2)cc1 (centres undefined)
  GAA glycogen = -9%

> O=S(=O)(c1ccc(C(F)(F)F)cc1)N1CCN(CCc2ccccc2)CC1
  GAA glycogen = 3%

> O=C(CS(=O)(=O)c1ccccc1)Nc1ncc([N+](=O)[O-])s1
  GAA glycogen = 3%[76.3 µM]

> CC(=O)Nc1ccc(S(=O)(=O)N2CCC(c3nc4c(nnn4Cc4ccccc4Cl)c(=O)[nH]3)CC2)cc1
  GAA glycogen = ?

Looked up one by one from the entries so far:
> O=C(CS(=O)(=O)c1ccccc1)Nc1ncc([N+](=O)[O-])s1
  GAA glycogen = 3%[76.3 µM]

> CC(=O)Nc1ccc(S(=O)(=O)N2CCC(c3nc4c(nnn4Cc4ccccc4Cl)c(=O)[nH]3)CC2)cc1
  GAA glycogen = ?

> CCC(C)(C)c1nnc(NC(=O)C2CCN(C(=O)c3ccco3)CC2)s1
  GAA glycogen = 2%

> CCc1nc(Nc2ccccc2OC)c2oc3ccccc3c2n1
  GAA glycogen = -5%

> O=C(Nc1cc([N+](=O)[O-])ccc1O)c1cccc([N+](=O)[O-])c1
  GAA glycogen = 10%[76.3 µM]

> O=C(Nc1cccnc1Cl)c1cccs1
  GAA glycogen = -6%

> O=C(c1ccccc1)N1N=C(C(F)(F)F)CC1(O)c1ccc(F)cc1 (centres undefined)
  GAA glycogen = -12%[76.3 µM]
